Source: PubChem BioAssay (several laboratories)
NPR2 activator = GC-B (human) receptor activation; P20594; HEK293-GC-B cells, CNP EC30, cGMP TR-FRET; 0% at EC30 CNP, 100% saturating CNP; activation, % at 10 µM; 370,000 tested, 0.11% active;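 active means activation at 10 µM reaching about 35% in either raw or pattern-adjusted values, limit read from the data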
ARFGAP1 inhibitor = rat ARFGAP1 inhibition; 360,000 tested, 0.26% active; Arfgap1-stimulated ARF1 GTP hydrolysis, GDP FP detection; Q62848; inhibition, % at 16.5 µM;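 active means inhibition above a per-plate limit, mean inhibition of low control wells plus 3 SD, cut at about 25% in these data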;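 further: 0% = DMSO wells with enzyme and 100% = wells lacking Arfgap1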
Target sequence (Q62848 1-136 limits assumed): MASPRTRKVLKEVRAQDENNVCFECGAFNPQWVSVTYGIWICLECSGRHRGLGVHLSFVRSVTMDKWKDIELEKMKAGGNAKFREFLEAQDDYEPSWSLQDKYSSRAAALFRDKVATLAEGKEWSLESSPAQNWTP
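Material: rat Arfgap1 catalytic domain, aa 1-136; also added: human ARF1(Δ1-17)-GTP substrate; compound dosing: one concentration, 16.5 µM, DMSO 1.26%; incubation: GTP hydrolysis reaction 2 h at 25 °C; measured by: Tracer-displacement fluorescence polarization with EDTA stop, 620/688 nm; evaluation: % inhibition from polarization; repeats: one replicate per compound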
GC-A act = GC-A (human) enzyme activation; HEK293 GC-A cells, cGMP TR-FRET, EC30 ANP; 0% at EC30 ANP, 100% saturating ANP; 370,000 tested, 0.14% active; activation, % at 10 µM; in the data active means activation above about 40%
proKLK7 act = activators of human kallikrein-7 zymogen; activation, % at 7 µM; 370,000 tested, 0.9% active; AID 652039; purified proKLK7, EDANS-DABCYL substrate fluorescence; 100% is mature enzyme control, 0% vehicle;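 active means activation above the mean of all tested compounds plus 3 SD, computed per campaign excluding outliers beyond control limits, cut at about 13% in these data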
GAA850 FXN act = frataxin GAA850 promoter activation; 360,000 tested, 0.56% active; AID 540364; HEK293 lucGAA850 FXN promoter luciferase reporter, 24 h; percent of 10 µM SAHA response; activation, % at 6 µM;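 active means activation above the average of all compounds screened plus 3 SD, cutoff fixed separately per campaign, cut at about 7.5% in these data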;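 further: 0% = DMSO wells and 100% = 10 µM SAHA wells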
rCAG RNA binder = r(CAG) repeat RNA binding. TO-PRO-1 dye displacement fluorescence. inhibition, % at 3 µM. 370,000 tested, 1.3% active. AID 651821;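 active means inhibition above the plate cutoff, the mean of all test compounds on that plate plus 3 SD, cut at about 35% in these data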;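 further: 0% = DMSO alone and 100% = 100 µM mitoxantrone as full dye displacement; higher means more dye released from RNA so lower well fluorescence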
ADAM10 inh = ADAM10 inhibition, QFRET primary screen | O14672 | recombinant ADAM10, EDANS/DABCYL FRET peptide cleavage, 3 h | inhibition, % at 7 µM | 370,000 tested, 0.62% active | AID 720582;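 active means inhibition above a per-campaign cutoff equal to the mean of compounds falling between control-based bounds plus 3 SD, cut at about 20% in these data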;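 further: 0% = DMSO wells while the 100% control is not disclosed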
sPLA2-III inh = Blocks human group III sPLA2 activity; AID 743126; inhibition, % at 12.2 µM; QFRET BODIPY PC-A2 liposome hydrolysis, fluorescence; Q9NZ20; 370,000 tested, 0.56% active;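 active means inhibition above mean plus 3 SD of compounds lying within the high and low control bounds, cut at about 19% in these data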;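 further: 0% = median of test compound wells and 100% = no enzyme DMSO wells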
Target sequence (Q9NZ20 whole entry, looked up): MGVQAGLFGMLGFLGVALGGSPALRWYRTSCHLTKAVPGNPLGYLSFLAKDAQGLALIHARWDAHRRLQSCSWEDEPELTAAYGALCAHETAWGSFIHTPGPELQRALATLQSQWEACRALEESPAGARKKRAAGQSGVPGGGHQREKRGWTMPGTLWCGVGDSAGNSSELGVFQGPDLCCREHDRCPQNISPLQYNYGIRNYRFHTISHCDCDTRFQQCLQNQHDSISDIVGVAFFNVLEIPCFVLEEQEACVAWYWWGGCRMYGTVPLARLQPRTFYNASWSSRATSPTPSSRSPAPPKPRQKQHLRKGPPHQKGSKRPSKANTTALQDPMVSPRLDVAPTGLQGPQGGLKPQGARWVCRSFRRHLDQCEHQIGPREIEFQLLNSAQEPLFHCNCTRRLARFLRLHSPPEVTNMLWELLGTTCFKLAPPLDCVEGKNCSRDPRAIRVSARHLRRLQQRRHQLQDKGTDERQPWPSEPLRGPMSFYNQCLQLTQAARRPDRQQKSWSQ
Tn6 DDE FP = disrupts Tn6 cyclic peptide binding to fibrin D-Dimer-E complex. P02675. Fibrin DD(E) TRITC-Tn6 fluorescence polarization displacement. inhibition, % at 8.3 µM. 370,000 tested, 0.21% active. AID 720509;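 active means inhibition above a per-campaign cutoff: mean of compounds within control limits plus 3 SD, cut at about 15% in these data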;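 further: 0% = median of all compound wells on the plate and 100% = blocking peptide control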
ASAP1 inh = inhibitors of human ASAP1 ArfGAP activity | ASAP1-stimulated ARF1 GTP hydrolysis, GDP FP detection | inhibition, % at 16.5 µM | 360,000 tested, 0.19% active | AID 624377; in the data active means inhibition above about 25%;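 further: 0% = vehicle with enzyme and substrate and 100% = no enzyme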
Target sequence (Q9ULH1 325-724 limits assumed): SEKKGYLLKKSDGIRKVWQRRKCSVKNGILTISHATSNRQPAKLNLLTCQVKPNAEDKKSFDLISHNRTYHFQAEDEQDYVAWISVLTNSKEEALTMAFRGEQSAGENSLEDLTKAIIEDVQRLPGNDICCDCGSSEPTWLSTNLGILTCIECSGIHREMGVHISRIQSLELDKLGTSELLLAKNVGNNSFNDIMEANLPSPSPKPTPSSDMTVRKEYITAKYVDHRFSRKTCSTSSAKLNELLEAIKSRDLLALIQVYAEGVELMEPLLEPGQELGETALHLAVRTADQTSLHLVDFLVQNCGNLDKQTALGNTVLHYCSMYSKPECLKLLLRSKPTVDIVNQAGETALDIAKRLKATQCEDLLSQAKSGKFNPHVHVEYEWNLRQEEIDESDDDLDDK
Active calls of the source: *; . = not tested or not shown. Not a hit list, and some 4.5% of all compounds hit somewhere here.

SMILES	NPR2 activator	ARFGAP1 inhibitor	GC-A act	proKLK7 act	GAA850 FXN act	rCAG RNA binder	ADAM10 inh	sPLA2-III inh	Tn6 DDE FP	ASAP1 inh
O=C(NCc1ccc(F)cc1F)[C@@H]1CCCN1C(=O)[C@@H]1CCCN1C(=O)c1ccc(Cl)cc1	7	-1	0	-0.2	.	-1	-7	12	-7	7
CCC(Oc1ccccc1)C(=O)OCC(=O)N(CC)c1c(N)n(Cc2ccccc2)c(=O)[nH]c1=O (stereo not drawn)	1	-9	-3	0.6	-0.5	-1	-16	9	3	7
CC1CC(C)CN(S(=O)(=O)c2ccc(NC(=O)C3CSC4(C)CCC(=O)N34)cc2)C1 (stereo not drawn)	-1	-7	1	-0.1	-2.0	1	-3	-3	-4	13
O=c1cc(CN2CCN(S(=O)(=O)c3ccccc3[N+](=O)[O-])CC2)nc2sccn12	5	-12	-5	-0.8	-0.4	-2	8	1	6	2
O=C(CN(C(=O)CCC(=O)Nc1nccs1)c1ccc(F)c(Cl)c1)NCC1CCCO1 (stereo not drawn)	-3	-11	1	0.1	-0.5	2	-3	0	0	2
O=S(=O)(c1ccc(Cl)cc1)N1CCN(CCc2ccncc2)CC1	-1	-14	-3	-0.1	-0.5	-7	-2	1	-1	7
CCOc1ccc(S(=O)(=O)N2CCN(C(=O)c3cc(C4CC4)nn3-c3ccccc3)CC2)cc1	-3	-6	-8	-0.1	1.2	6	9	5	0	7
COc1ccccc1NC(=O)C(=O)NCC(c1ccco1)N1CCc2ccccc21 (stereo not drawn)	1	3	2	-2.2	-0.4	8	12	-17	1	10
CC(NC(=S)Nc1ccccc1C(F)(F)F)C1CC2CCC1C2 (stereo not drawn)	9	-8	-3	0.3	3.0	-5	1	9	2	-4
O=C1Nc2ccccc2-n2nnnc2C1N1CCN(CCN2CCOCC2)CC1 (stereo not drawn)	0	15	5	0.2	.	3	-7	11	2	-5
NS(=O)(=O)c1ccc(NC(=O)CN(C(=O)C(F)(F)F)C2CCCC2)cc1	-6	1	-2	-0.9	0.1	1	-11	1	-3	0
CN(c1ccc(C(=O)N2CCN(Cc3ccccc3)CC2)cc1)S(=O)(=O)c1ccc(Cl)cc1	0	6	-4	0.8	-0.3	-5	19	-15	1	-5
Cc1cccc(/C=N/n2c(C)nnc2C)c1	-1	10	0	0.5	-0.1	-1	-4	1	5	-12
CCOc1ccc(-n2c(-c3ccc(Br)cc3)c[n+]3c2CCCCC3)cc1	3	-3	4	0.0	-0.9	1	-1	6	-4	10
Cc1ccccc1OCCC(=O)N(CC(=O)Nc1ccccc1C(F)(F)F)Cc1ccco1	-2	8	-4	0.6	0.1	-4	10	-1	-2	6
CN(C)CCCNC(=O)C[C@H]1C[C@H](C(=O)N2CCOCC2)[C@@]2(C)c3[nH]c4cc(CCC(=O)N(C)C)ccc4c3CCN2C1=O	-2	-2	2	0.5	0.2	0	-15	2	-2	6
Cc1nc2nc(SCC(=O)C(C)(C)C)[nH]c2cc1Br	2	6	2	-0.3	3.1	0	5	-12	-3	1
NNC(=O)c1cc(C23CC4CC(CC(C4)C2)C3)[nH]n1	3	14	2	-0.2	1.7	1	5	18	-15	11
O=C1NC(=O)c2cc(NC(=O)c3cccc4ccccc34)ccc21	-6	5	1	0.8	3.9	4	-42	-5	-3	-9
COc1ccc(C(CNC(=O)C(C)(C)Oc2ccc(Cl)cc2)N2CCCC2)cc1 (stereo not drawn)	-13	10	-20	0.4	0.0	-2	-20	6	-5	10
CN(C)S(=O)(=O)c1cccc(NC(=O)CCNC(=O)Nc2ccccc2)c1	-1	9	-3	0.3	-0.3	6	-6	4	-2	-4
O=C(N[C@@H](Cc1ccccc1)C(=O)O)c1ccc(C(F)(F)F)cc1	4	15	2	-0.4	-0.7	12	-7	15	-5	6
CCC1CCC(NC(=O)Nc2cccc(OC)c2)CC1 (stereo not drawn)	0	7	0	-0.2	2.5	-3	5	-5	1	-2
CCCC1(CCC)NC(=O)N(CC(=O)c2cc(C)n(-c3ccc4c(c3)OCO4)c2C)C1=O	7	6	1	0.2	-2.3	1	5	-1	2	-3
CCOC(=O)N1CCN(c2nc3ccccn3c(=O)c2C=O)CC1	7	-3	-5	1.8	0.0	-5	-44	0	-3	-14

Overlap with the part before: 3 entries; new compounds follow.
SMILES	NPR2 activator	ARFGAP1 inhibitor	GC-A act	proKLK7 act	GAA850 FXN act	rCAG RNA binder	ADAM10 inh	sPLA2-III inh	Tn6 DDE FP	ASAP1 inh
CCC1CCC(NC(=O)Nc2cccc(OC)c2)CC1 (stereo not drawn)	0	7	0	-0.2	2.5	-3	5	-5	1	-2
CCCC1(CCC)NC(=O)N(CC(=O)c2cc(C)n(-c3ccc4c(c3)OCO4)c2C)C1=O	7	6	1	0.2	-2.3	1	5	-1	2	-3
CCOC(=O)N1CCN(c2nc3ccccn3c(=O)c2C=O)CC1	7	-3	-5	1.8	0.0	-5	-44	0	-3	-14
Cc1cc(/C=N/n2cnnc2)c(C)n1-c1ccc(OCc2ccccc2F)cc1	2	4	5	0.2	0.2	-3	-3	2	2	1
Cc1cc[n+](CC(=O)c2cccs2)cc1	1	5	2	0.1	2.3	0	3	16	1	-3
COc1ccc(NC(=O)c2cccc3c2C(=O)c2ccc(-c4cnc(OC)nc4)cc2S3(=O)=O)cc1	-2	12	-5	-0.1	-0.5	15	4	5	0	11
COCCN(C(=O)c1csnn1)C(C(=O)NC1CCCCC1)c1ccccc1F (stereo not drawn)	0	-14	2	0.4	0.3	-4	1	3	3	-4
CCC(c1nnnn1C1CCCCC1)N(Cc1ccco1)Cc1cc2ccc(OC)cc2[nH]c1=O (stereo not drawn)	-8	-5	-3	0.2	0.3	2	-22	2	-1	-2
N[C@@H](Cc1ccc(O)cc1)C(=O)Nc1ccc2ccccc2c1	-1	4	-1	0.0	3.3	2	-2	-5	-3	3
c1ccc(-c2csc(Nc3ncccn3)n2)cc1	5	-2	3	0.3	4.7	0	-1	13	9	-6
CCOC(=O)C1CCCN(C(=O)Cn2nc(C)c3c(C)n(-c4ccccc4)nc3c2=O)C1 (stereo not drawn)	-5	-3	2	-0.6	0.8	-7	-1	3	7	-10
C[C@H](O)[C@@H]1C(=O)N2CCc3c([nH]c4cccc(-c5ccccc5)c34)[C@@H]2C[C@@H]1N(C)CC1CCCCC1	0	-4	-2	-29	.	10	-277	1	-6	1
CC(C)CNC(=O)c1ccccc1NC(=O)CCSc1ccccc1	0	-1	0	-0.4	0.4	-3	-4	-12	-2	13
COc1ccc(-c2noc(CCC(=O)Nc3cccc(C)c3)n2)cc1	-1	10	0	0.0	-0.6	2	5	-31	3	6
CC(=O)c1ccc(NC(=O)CSc2nc3ccccc3c(=O)n2CCCN2CCOCC2)cc1	2	-3	0	0.3	-0.5	1	-7	0	-4	-9
Cc1ccc(Cl)cc1N1CCN(S(=O)(=O)c2c(C)nc3scc(C)n3c2=O)CC1	-6	-3	-6	0.4	0.6	0	-4	2	12	2
OC(c1ccc(Cl)c(Cl)c1)c1ncc(-c2cccc(F)c2)[nH]1 (stereo not drawn)	4	7	-2	-0.3	-0.2	4	7	-8	-3	10
Cc1noc(C)c1COc1ccc(CC(=O)NCc2ccccc2)cc1	4	12	0	0.6	-1.1	-7	-2	-2	4	3
CCC(=O)Nc1nnc(S(=O)(=O)N(CC)c2cc(C)cc(C)c2)s1	-3	-7	1	-0.2	-2.1	7	-10	-9	0	3
CCOC(=O)Nc1nc(C)c(C(=O)N(C)C)s1	0	13	-2	-0.1	1.6	-2	-4	3	-6	6
Cc1cccc(C)c1NC(=O)CCS(=O)(=O)c1cccc2nonc12	6	-11	-1	-0.8	0.2	7	6	2	-3	9
O=C(CSc1ncn[nH]1)Nc1nc(-c2cccc([N+](=O)[O-])c2)cs1	1	-10	30	0.0	-1.7	17	18	-28	1	6
O=C(Nc1ccccc1)N1CCN(C2c3ccccc3-c3ccccc32)CC1	-8	10	-4	0.2	-0.9	-3	5	-3	5	3
Cc1cc(C(=O)Nc2nnc(C(F)(F)F)s2)cs1	8	-5	0	0.0	2.6	3	2	1	1	-1
CCOC(=O)c1[nH]c2ccc(OC)cc2c1NC(=O)N1CCOCC1	-2	-6	1	11	0.4	0	-216	-1	9	-16
CCCC(=O)N1CCN(Cc2ccc3c(c2)OCO3)CC1	7	4	3	-0.4	2.5	-1	0	0	2	-7
O=C(COc1ccc(C(=O)c2ccccc2)cc1)NCc1ccc(F)cc1	-4	8	-3	0.5	-0.7	-6	6	-16	-3	-3
COc1ccc(S(=O)(=O)Nc2c(C(=O)O)[nH]c3ccccc23)c(OC)c1	6	-6	0	0.8	1.4	36*	3	-36	2	-3
Next entries follow:
SMILES	NPR2 activator	ARFGAP1 inhibitor	GC-A act	proKLK7 act	GAA850 FXN act	rCAG RNA binder	ADAM10 inh	sPLA2-III inh	Tn6 DDE FP	ASAP1 inh
COC(=O)c1cc2c(c3c4cc(C)ccc4n(C(=O)c4ccccc4)c13)C(=O)N(Cc1ccccc1)C2	11	-2	-1	-1.8	.	10	-13	-1	5	-2
CCc1oc(C(=O)OC)cc1CSC(=N)N	0	2	-3	0.0	1.5	2	-9	9	6	-7
CCOc1ccccc1NC(=O)C1CCN(C(=O)Cc2ccccc2)CC1	3	13	-4	-0.1	0.1	-5	-3	-1	2	-8
COCCn1c(SCC(=O)Nc2ccc(N3CCOCC3)cc2)nc2ccccc21	0	10	2	0.2	1.2	-7	1	-6	0	-1
COc1ccc(N(CC(=O)NC2CCCC2)C(=O)Cn2nnc(-c3ccc(OC)c(OC)c3)n2)cc1	-4	15	-4	0.8	-0.8	-1	-7	6	0	8
Cc1ccc(S(=O)(=O)N(C)c2ccc(C(=O)NCc3cccnc3)cc2)cc1	-3	-15	2	0.2	1.1	-5	2	4	-7	-7
CC(=O)Oc1ccc(C(=O)Nc2ccccc2C(=O)N2CCCCC2)cc1	4	0	3	0.1	0.5	-3	1	-1	3	15
CNS(=O)(=O)c1cccc(C(=O)OCC(=O)c2ccc(S(=O)(=O)N3CCCCC3)cc2)c1	1	-13	0	0.5	0.7	20	0	-14	-2	4
CC(=O)Nc1cccc(NC(=O)CSc2ccc(-c3cccnc3)nn2)c1	1	-7	-1	-0.1	1.5	0	-4	-2	-2	-3
O=C(c1ccccc1)c1c[nH]c(C(=O)NCCCN2CCOCC2)c1	0	-4	2	-0.7	-1.2	0	9	1	2	5
Cc1cc(-c2csc(NC(=O)c3ccc(S(=O)(=O)N(C)C)cc3)n2)c(C)n1-c1ccccc1	-2	1	-3	-1.1	-0.5	24	-4	-5	3	13
Cc1ccc(C(=O)Nc2c(-c3cccs3)nc3cc(C)ccn23)cc1	2	2	1	0.6	-0.2	9	8	4	6	2
COc1cc(C(=O)NC(CCSC)C(=O)OCC(=O)C(C)(C)C)cc(OC)c1OC (stereo not drawn)	1	3	2	0.2	1.2	-7	8	8	3	0
CC(C)(C)c1ccc(C(=O)Nc2ccc(Cl)cc2)cc1	4	-4	-3	-0.1	6.7	-2	-5	10	-7	2
COC(=O)c1ccccc1NC(=O)COc1ccc2c(c1)OCO2	4	2	6	0.1	2.1	2	-5	4	-1	6
CCOC(=O)c1ccc(N(CCC2CO2)S(=O)(=O)c2ccc(C)cc2)cc1 (stereo not drawn)	5	2	-3	0.2	0.1	1	2	-6	1	-6
